# High-throughput results deposited in PubChem BioAssay by several laboratories.
# PRMT1 inh: inhibitors of human PRMT1. Q99873. recombinant PRMT1, activity-based probe fluorescence polarization. 370,000 compounds, 1.3% hits. inhibition, % at 2.79 µM;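 active = inhibition above about 21% made by adding two undisclosed values, limit read from the data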
# NR1D1 modulator: modulates human Rev-erb alpha binding to DNA. Rev-erbα–FITC-DNA binding, fluorescence polarization, 90 min. activity, % at 10 µM. 370,000 compounds, 0.79% hits. AID 1259318;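 active = activity above about 14%, limit read from the data; passing the limit was not always enough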;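 also: 0% = DMSO wells with 35 nM protein and 100% = DMSO wells with 750 nM protein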
# Target sequence (P20393 whole entry, looked up): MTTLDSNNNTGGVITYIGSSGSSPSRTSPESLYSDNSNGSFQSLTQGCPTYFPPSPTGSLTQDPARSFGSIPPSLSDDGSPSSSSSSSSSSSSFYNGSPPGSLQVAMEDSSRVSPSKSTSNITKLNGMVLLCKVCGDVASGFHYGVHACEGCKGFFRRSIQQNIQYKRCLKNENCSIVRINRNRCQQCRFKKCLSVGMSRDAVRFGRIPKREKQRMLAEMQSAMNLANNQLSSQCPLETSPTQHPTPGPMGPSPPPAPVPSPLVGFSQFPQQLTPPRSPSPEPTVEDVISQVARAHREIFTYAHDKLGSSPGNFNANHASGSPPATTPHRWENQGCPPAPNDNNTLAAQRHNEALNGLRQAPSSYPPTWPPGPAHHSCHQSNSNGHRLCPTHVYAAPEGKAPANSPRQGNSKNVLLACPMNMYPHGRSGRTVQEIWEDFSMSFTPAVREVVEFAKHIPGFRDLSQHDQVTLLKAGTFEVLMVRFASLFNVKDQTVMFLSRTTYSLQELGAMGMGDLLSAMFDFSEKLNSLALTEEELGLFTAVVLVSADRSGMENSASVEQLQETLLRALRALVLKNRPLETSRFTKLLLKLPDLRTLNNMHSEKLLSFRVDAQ
# rCAG RNA binder: binds r(CAG) RNA repeats | inhibition, % at 3 µM | r(CAG) RNA repeat, TO-PRO-1 dye displacement fluorescence | 370,000 compounds, 1.3% hits;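 active = inhibition above the plate cutoff, the mean of all test compounds on that plate plus 3 SD, cut at about 35% in these data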;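 also: 0% = DMSO alone and 100% = 100 µM mitoxantrone as full dye displacement; higher means more dye released from RNA so lower well fluorescence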
# UHRF1 binding: human UHRF1 methylated DNA binding inhibitors; UHRF1 binding to methylated oligo, TR-FRET; AID 687016; inhibition, % at 4.4 µM; 370,000 compounds, 0.75% hits; in the data active = inhibition above about 21%;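 also: UHRF1 SRA domain binding a hemimethylated CpG hairpin DNA probe; 0% = median of test compound wells and 100% = reference inhibitor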
# ABHD4 inh: inhibitors of mouse ABHD4. purified mABHD4, FP-Rh probe fluorescence polarization. inhibition, % at 8.92 µM. 370,000 compounds, 0.54% hits. AID 720543;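 active = inhibition exceeding the mean over every tested compound plus 3 SD, cut at about 30% in these data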;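 also: 0% = plate median of compound wells and 100% = S159A mutant with DMSO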
#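 Assay system: mouse ABHD4 enzyme, wild type / Also added: fluorescent activity-based probe FP-Rh / Doses: single nominal dose of 8.92 µM, 0.89% DMSO final / Timing: 45 min compound pre-incubation plus 60 min probe step, 25 °C / Signal: FP readout, ex 525 nm / em 598 nm / Control set: S159A mutant/DMSO as 100%, compound-well median as 0%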
# TCR CD3 inh: blocks the human TCR-CD3 interaction. TAMRA-labeled TCR probe fluorescence, biochemical. inhibition, % at 9.4 µM. 360,000 compounds, 0.37% hits. AID 651800; in the data active = inhibition above about 19%;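 also: recombinant mutant TCR 2C K166C tagged with TAMRA read by polarization; 0% = receptor in buffer alone and 100% = receptor with positive control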
# PG9 Ab binder: small molecules binding HIV-1 gp120 antibody PG9; TR-FRET gp120-PG9 antibody binding; inhibition, % at 6.7 µM; 360,000 compounds, 0.43% hits; in the data active = inhibition above about 8.5%
# MBD2 DNA inh: blocks human MBD2 binding to methylated DNA. Q9UBB5. TR-FRET, MBD2 binding to methylated oligonucleotide. inhibition, % at 4.4 µM. 370,000 compounds, 0.31% hits; in the data active = inhibition above about 13%
# HTRA1 inh: HTRA1 (human) protease inhibition. recombinant HTRA1, FP-rhodamine activity-based probe, fluorescence polarization. inhibition, % at 5.96 µM. 340,000 compounds, 0.5% hits. AID 504803; in the data active = inhibition above about 36%;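 also: 0% = enzyme with DMSO and 100% = wells lacking enzyme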
# Target sequence (Q92743 whole entry, looked up): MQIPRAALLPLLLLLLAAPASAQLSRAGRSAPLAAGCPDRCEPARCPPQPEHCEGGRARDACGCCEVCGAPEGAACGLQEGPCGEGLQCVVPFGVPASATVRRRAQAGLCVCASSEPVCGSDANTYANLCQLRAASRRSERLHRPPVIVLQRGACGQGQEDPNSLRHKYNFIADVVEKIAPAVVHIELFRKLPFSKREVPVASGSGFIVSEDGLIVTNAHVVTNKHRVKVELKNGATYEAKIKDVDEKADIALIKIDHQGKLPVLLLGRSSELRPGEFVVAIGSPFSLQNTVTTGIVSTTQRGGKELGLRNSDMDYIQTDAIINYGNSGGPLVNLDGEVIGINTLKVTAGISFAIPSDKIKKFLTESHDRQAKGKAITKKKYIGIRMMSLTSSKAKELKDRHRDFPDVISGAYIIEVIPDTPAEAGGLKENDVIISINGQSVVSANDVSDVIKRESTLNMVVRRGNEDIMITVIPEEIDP
# LEDGF integ inh: blocks HIV-1 LEDGF/p75-dependent DNA integration; TR-FRET IN-LEDGF/p75 DNA integration, Eu/Cy5; 370,000 compounds, 0.64% hits; inhibition, % at 3.7 µM;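 active = inhibition above the screen-wide mean plus 3 SD, cut at about 13% in these data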;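 also: signal is the Cy5 over europium emission ratio at 671 and 618 nm; 0% = plate median of compound wells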
# * = called active by the depositor; x = not tested or not shown.
SMILES,PRMT1 inh,NR1D1 modulator,rCAG RNA binder,UHRF1 binding,ABHD4 inh,TCR CD3 inh,PG9 Ab binder,MBD2 DNA inh,HTRA1 inh,LEDGF integ inh
CC(C)CC1Nc2ncnc(N3CCOCC3)c2N(Cc2ccc(Br)cc2)C1=O (stereo unspecified),2,-2,0,10,-1,-1,-0.5,3,-11,-3
COc1cccc(CC(NC(C)=O)C(=O)NC2CCN(C(=O)NCc3ccccc3)CC2)c1 (stereo unspecified),6,1,-2,2,-8,-2,1.9,1,-8,-3
Cc1ccc(C=Nc2cc([N+](=O)[O-])ccc2C)s1,2,-3,1,-1,-1,4,-1.4,-7,-6,0
COc1ccc(-c2nc(C#N)c(NCCc3ccccc3)o2)cc1OC,-1,7,1,0,8,10,-1.4,-4,-11,-6
O=C(Nc1cc(Br)ccc1O)c1cc(-c2ccco2)on1,8,-2,43*,0,-16,0,-1.4,-5,-6,-6
OC1OC2COC(c3ccccc3)OC2C(O)C1O (stereo unspecified),-1,-1,0,2,-1,4,0.5,3,x,0
CCc1ccc(-n2c(SCC(=O)Nc3cc(C)[nH]n3)nc3[nH]ncc3c2=O)cc1,-1,-2,0,3,-4,6,-0.2,1,1,0
CCn1c(N2CCC(Cc3ccccc3)CC2)nc2c1c(=O)[nH]c(=O)n2C,0,1,-6,5,-5,-8,-2.1,-1,-5,8
COC(=O)NCCOc1cc(C)ccc1C,-2,3,0,3,0,-4,-2.1,-2,0,-2
COc1ccc(NC(=O)N(C)C[C@H]2Oc3ccc(NC(=O)Nc4ccc5c(c4)OCO5)cc3C(=O)N([C@H](C)CO)C[C@@H]2C)cc1,-1,5,5,-3,5,0,-4.2,1,-10,0
CC1(C)OC(=O)C=C[C@]2(C)[C@H]3CC[C@@]4(C)[C@H](C(=O)O)OC(=O)[C@H]5O[C@]54[C@]3(C)C(=O)C[C@@H]12,-1,1,2,-2,-2,3,-1.7,-3,6,1
O=C(Cc1ccccc1)Nc1ccccc1N1CCCC1,0,3,-2,-3,6,-6,-1.4,1,-1,-3
COc1ccccc1-c1oc2ccccc2c1C#CCCO,2,7,0,13,-15,1,0.5,4,-39,2
CCN(CC(=O)Nc1c(F)cccc1F)C(=O)C1CCCO1 (stereo unspecified),-2,-6,1,-1,0,-7,-3.2,5,4,1
CC(OC(=O)c1cccnc1)C(=O)NCc1ccc2c(c1)OCO2 (stereo unspecified),-3,-1,-2,-2,6,-8,-0.1,-5,5,0
Cn1c(=O)c(C(=O)CN2CCCCCC2)c(N)n(Cc2ccccc2)c1=O,4,4,3,2,1,-10,-1.2,-3,0,4
COc1cccc(C=NNC(=O)CCCC(=O)NN=Cc2cccc(OC)c2)c1,1,3,0,2,-1,-1,-1.0,2,-2,-2
O=C(CN(Cc1ccccc1)C(=O)c1csnn1)NCCc1ccccc1,2,3,-1,9,-2,-4,1.4,2,-2,-6
Cc1cccc(N=Nc2cnc(N)s2)c1,2,3,8,-3,9,-1,-1.5,-5,7,-2
CC1(C(=O)NS(=O)(=O)c2cccc(Cl)c2)CCN1C(=O)C1(c2ccc(Cl)cc2)CC1 (stereo unspecified),-2,-5,43*,1,2,-2,1.0,-3,x,5
CCC[C@H]1[C@@H](NCc2ccccc2)CC[C@@]23CCCN2C(=O)CCC[C@@H]13,-2,1,x,1,-2,x,x,-6,x,5
Oc1ccccc1C1=Nc2ncnn2C(c2ccc(F)cc2)C1 (stereo unspecified),0,-13,4,8,-9,-2,-1.6,-6,-4,10
Cc1[nH]n(-c2ccccc2)c(=O)c1C(C[N+](=O)[O-])c1ccccc1Cl (stereo unspecified),0,-5,10,-8,9,12,-2.9,-8,0,-3
O=C(CN1C(=O)NC2(CCCC2)C1=O)Nc1ccccc1C(F)(F)F,2,8,-3,1,1,4,-2.0,0,0,0
C=CCn1c(COc2cccc3ccc(C)nc23)nnc1SCC(=O)O,0,-1,2,2,2,3,-0.6,-1,4,0

# Following part:
SMILES,PRMT1 inh,NR1D1 modulator,rCAG RNA binder,UHRF1 binding,ABHD4 inh,TCR CD3 inh,PG9 Ab binder,MBD2 DNA inh,HTRA1 inh,LEDGF integ inh
CCc1ccc2c(COC(=O)C3CSC4(C)CCC(=O)N34)cc(=O)oc2c1 (stereo unspecified),3,5,2,-1,3,-5,-0.1,0,1,2
O=C(NCC1COCCO1)C1CCN(S(=O)(=O)c2ccc(Br)s2)CC1 (stereo unspecified),0,-7,2,2,10,x,x,5,x,-3
CC(C)(C)[C@H]1C=C(C(=O)O)O[C@@H](OCCCCO)C1,-2,4,3,-3,7,-13,-0.4,1,-5,2
COc1cc2nc(CN(C)Cc3ccc(Cl)cc3)[nH]c(=O)c2cc1OC,-6,-4,1,1,-9,-6,-1.7,-2,-3,-2
CCCN(C(=O)COC(=O)CNC(=O)c1ccc2ccccc2c1)c1c(N)n(Cc2ccccc2)c(=O)[nH]c1=O,-2,2,7,-7,-5,5,0.1,-4,-7,3
CC(C)[N+](C)(C)CC#CC(O)(c1ccccc1)c1ccccc1,-6,-5,-2,-2,-4,-2,0.2,-4,8,4
Cc1c(C)c2ccc(OCC(=O)NCCc3c[nH]c4ccccc34)cc2oc1=O,1,0,-2,2,5,-8,-0.5,0,x,-3
COc1ccc(Cn2c(CCC(=O)O)nc3cccnc32)cc1,2,-4,0,4,11,4,-0.6,0,-4,-1
CC(Sc1ccc(Cl)cc1)C(=O)NCC(c1ccco1)N1CCCCC1 (stereo unspecified),-4,0,-16,-1,-4,-2,-0.9,-3,-11,-1
C=CCN(C(=O)c1csnn1)C(C(=O)NCc1ccccc1)c1c(F)cccc1Cl (stereo unspecified),-3,0,0,-1,-3,5,0.0,-4,-1,2
CCSC1=NCCN1C(=O)c1c(-c2ccccc2Cl)noc1C,3,6,-3,2,9,4,1.9,-1,6,-1
CC(C)Oc1cc(F)ccc1-c1cc(C(=O)Nc2ccc(C(C)C)cc2)[nH]n1,1,-1,2,1,-72,6,0.7,1,x,1
CN(C)c1nc(Oc2ccc(=O)n(C)n2)nc(N2CCOCC2)n1,-3,2,-4,-3,3,-9,-2.0,-2,2,0
COC(=O)C[C@H]1c2cc(C(F)(F)F)ccc2S(=O)(=O)N1c1ccc(N(C)C)cc1,-1,2,-2,0,12,6,-2.1,-1,2,-4
COc1cc(OC)c2cc(C(=O)N/N=C/c3ccccc3O)[nH]c2c1,7,-1,9,-3,9,16,-1.5,5,25,-4
CC(C)CN(CC(C)C)C(=O)CSc1nc2cccnc2n1C,-1,-2,2,0,2,x,x,-2,x,0
COC(=O)Nc1ccc2c(c1)N(C(=O)CCN(C)C)c1ccccc1CC2,0,3,-4,-1,1,6,-0.2,-3,3,-1
CC(=O)C1=C(C)N(Cc2ccccc2)C(=O)N[C@H]1CCc1ccccc1,-1,0,-4,0,-4,-1,0.6,5,-13,-1
CSCCC(NC(=O)COc1ccccc1)C(=O)OC(C)C(=O)Nc1ccccc1C (stereo unspecified),0,-4,-9,0,-8,4,-2.0,2,5,1
CC(C)OCCCN1CN(S(=O)(=O)c2ccccc2)c2nc3ccccc3nc21,0,6,2,1,-5,11,-0.3,-2,1,0
CN1COc2ccc3ccccc3c2C1,2,3,14,-1,-4,-1,-2.0,3,-2,0
CC1CCCCC12NC(=O)N(CC(=O)OCC(=O)NCc1ccc(F)cc1)C2=O (stereo unspecified),-1,1,-1,1,-11,7,-2.2,5,13,5
COc1cccc(-c2c(C(=O)N/N=C/c3ccoc3)nnn2-c2nonc2N)c1,4,-1,8,-2,-5,-6,1.4,5,-2,-2
CSc1ccc(S(=O)(=O)NCCOc2ccccc2C)cc1,-3,-3,-1,-3,-16,-6,0.4,4,-15,0
Cc1ccc(NC(=O)Nc2ncnc3nc[nH]c23)cc1,0,-1,4,-3,2,-6,-0.1,0,-1,-5

# Four successive compounds already listed, for reference:
SMILES,PRMT1 inh,NR1D1 modulator,rCAG RNA binder,UHRF1 binding,ABHD4 inh,TCR CD3 inh,PG9 Ab binder,MBD2 DNA inh,HTRA1 inh,LEDGF integ inh
CC1CCCCC12NC(=O)N(CC(=O)OCC(=O)NCc1ccc(F)cc1)C2=O (stereo unspecified),-1,1,-1,1,-11,7,-2.2,5,13,5
COc1cccc(-c2c(C(=O)N/N=C/c3ccoc3)nnn2-c2nonc2N)c1,4,-1,8,-2,-5,-6,1.4,5,-2,-2
CSc1ccc(S(=O)(=O)NCCOc2ccccc2C)cc1,-3,-3,-1,-3,-16,-6,0.4,4,-15,0
Cc1ccc(NC(=O)Nc2ncnc3nc[nH]c23)cc1,0,-1,4,-3,2,-6,-0.1,0,-1,-5

# Following part.
SMILES,PRMT1 inh,NR1D1 modulator,rCAG RNA binder,UHRF1 binding,ABHD4 inh,TCR CD3 inh,PG9 Ab binder,MBD2 DNA inh,HTRA1 inh,LEDGF integ inh
Cn1cc(CC(=O)NCCCN2CCCC2=O)c2ccccc21,-3,-3,2,-1,-4,4,0.3,2,1,6
Cc1cc(C)cc(NC(=S)N2CCN(Cc3ccccc3)CC2)c1,4,1,-6,4,0,-5,-1.5,0,4,-1
Cc1ccc(CNCc2cc(Cl)ccc2O)cc1,-1,0,4,2,1,6,0.4,0,-2,-3
CCCc1nnc(NC(=O)CN2C(=O)c3ccccc3S2(=O)=O)s1,4,4,0,0,3,5,-2.1,-8,-1,2
Cc1ccc(OCC(=O)NCCNC(=O)c2cnccn2)cc1C,4,0,1,0,1,-2,0.8,4,-1,-5
COc1ccc(NC(=O)C2Cc3c(-c4cccc(F)c4)ccnc3O2)cn1 (stereo unspecified),0,2,1,1,2,-5,-0.3,-1,x,1
CN(c1ccc(NC(=O)CCc2c[nH]c3ccccc23)cc1)c1ccccn1,0,10,9,-4,-1,-3,-1.0,-5,x,-1
CSc1ccc(C(=O)C2CCCN(Cc3ccc(N4CCNC4=O)cc3)C2)cc1 (stereo unspecified),-3,4,-4,8,-4,-14,-3.4,2,-6,0
Nc1cc(S(=O)(=O)Nc2ccc(Br)cc2)ccc1Cl,-2,-2,8,6,-10,5,-0.8,3,-6,4
Cc1ccc(S(=O)(=O)Oc2ccccc2/C=N/Nc2ccc(C(=O)O)cc2)cc1,3,5,50*,1,11,8,-0.9,-1,1,1
Cc1ccc(NC(=O)C2CCCN(S(=O)(=O)c3c(C)noc3C)C2)c(C)c1 (stereo unspecified),1,2,1,-1,6,4,-0.6,-3,7,2
COc1ccccc1-n1c(=O)c(C#N)c(-c2ccc([N+](=O)[O-])cc2)c2cc(C(=O)c3cc(F)ccc3O)cnc21,0,5,5,0,-3,0,-0.6,0,2,-4
CCOC(=O)N1CCN(Cc2nc3cc(NC(=O)CC(C)C)ccc3n2C)CC1,1,-11,-1,0,10,10,-0.1,-3,2,-1
CC1CC(C)(C)N(C(=O)CN2C(=O)c3ccccc3C2=O)c2ccccc21 (stereo unspecified),0,6,-7,0,11,-3,-1.5,0,-8,-4
O=C1C=C(c2cccs2)CC(c2cccs2)C1n1cnc([N+](=O)[O-])c1 (stereo unspecified),1,7,7,-2,7,3,-3.4,-6,-7,0
COc1cccc(NC(=S)N2CCC(c3ccc(C)cc3)C2)c1 (stereo unspecified),8,0,-2,-1,-9,-2,-3.2,4,-16,-3
O=C(NCc1ccc(OC(F)(F)F)cc1)c1cccc2c1C(=O)c1ccc(N3CCCCC3)cc1S2(=O)=O,0,4,-3,0,3,-7,-0.7,5,1,0
Cc1cc(C(=O)N2CCN(Cc3ccccc3)CC2)on1,-2,7,1,5,-2,-1,0.5,2,4,6
Cn1cc(CNCc2ccccc2OCC(O)CN2CCc3ccccc3C2)cn1 (stereo unspecified),-5,-2,-4,-1,-12,3,-0.1,-8,1,8
Cc1ccc(N2CC(C(=O)Nc3nccs3)CC2=O)cc1Cl (stereo unspecified),-1,-2,2,12,-3,1,-1.2,2,-1,-1

# Some of the compounds tested. The share of hits here may be higher or lower than overall.
